# RAD52 anneal inh – RAD52 (human) annealing inhibition | AID 651710 | recombinant RAD52 DNA annealing, FRET fluorescence | 0.46% of 360,000 active | inhibition, % at 18.7 µM | P43351;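 active = every replicate showing at least 50% inhibition; inconclusive = mean inhibition at least 50% but not in every replicate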
# Target sequence (P43351 whole entry, looked up): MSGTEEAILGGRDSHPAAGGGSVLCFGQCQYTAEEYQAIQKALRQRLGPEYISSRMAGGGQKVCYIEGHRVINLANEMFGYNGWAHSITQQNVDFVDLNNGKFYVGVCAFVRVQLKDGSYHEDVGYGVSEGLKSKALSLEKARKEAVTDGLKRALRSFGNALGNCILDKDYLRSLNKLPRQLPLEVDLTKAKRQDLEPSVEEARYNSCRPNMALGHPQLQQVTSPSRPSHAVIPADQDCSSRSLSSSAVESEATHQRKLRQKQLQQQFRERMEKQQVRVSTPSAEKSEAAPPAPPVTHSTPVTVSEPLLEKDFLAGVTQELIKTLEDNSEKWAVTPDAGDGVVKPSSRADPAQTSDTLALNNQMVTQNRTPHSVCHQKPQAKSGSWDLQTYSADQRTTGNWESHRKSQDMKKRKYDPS
# esBAF inh – inhibitors of esBAF chromatin remodeling in mouse ES cells. Bmi1-luciferase knock-in reporter, 24 h; 100% = twice the neutral-well signal. reporter increase, % at 12.5 µM. 2% of 350,000 active. AID 602393; in the data active = activation above about 40%; inconclusive = no clear call, values can overlap the other calls;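 also: 0% = median of the plate's neutral control wells and 100% = double that signal; a rise in the Bmi1 reporter signal indicates esBAF inhibition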
# Xi reactivation – reactivates the inactive X chromosome in mouse fibroblasts; XiGFP mouse fibroblasts, % GFP-positive cells imaging, 3 d; cells co-treated with 5-aza-dC sensitizer; scaled so ellipticine positive control = 100%; activation, % at 7.58 µM; 0.055% of 360,000 active; AID 743238;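 active = mean normalized replicate activation at least 10% and every replicate at or above 10%; inconclusive = only one of the two criteria met; inactive = mean below 10% and not all replicates reach 10%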;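 also: 0% = median of on-plate neutral control wells and 100% = ellipticine 6 µM median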
#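 System: SV40-immortalized XiGFP fibroblast cells, line 68-5-11 / Incubation: 3-day compound exposure, then 15 min fixation at room temperature / Compound: single concentration per compound, delivered by pin transfer / Buffer or medium: DMEM plus 5-aza-dC sensitizer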
# ERp5 inh – inhibitors of human ERp5; ERp5 insulin aggregation, absorbance 650 nm, 90 min; inhibition, % at 9.99 µM; 0.05% of 350,000 active; AID 651711;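 active = mean replicate inhibition above about 25%, with every replicate also reaching it, limit read from the data, passing the limit was not always enough; inconclusive = only one of those two criteria met; inactive = neither criterion met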
# Target sequence (Q15084 whole entry, looked up): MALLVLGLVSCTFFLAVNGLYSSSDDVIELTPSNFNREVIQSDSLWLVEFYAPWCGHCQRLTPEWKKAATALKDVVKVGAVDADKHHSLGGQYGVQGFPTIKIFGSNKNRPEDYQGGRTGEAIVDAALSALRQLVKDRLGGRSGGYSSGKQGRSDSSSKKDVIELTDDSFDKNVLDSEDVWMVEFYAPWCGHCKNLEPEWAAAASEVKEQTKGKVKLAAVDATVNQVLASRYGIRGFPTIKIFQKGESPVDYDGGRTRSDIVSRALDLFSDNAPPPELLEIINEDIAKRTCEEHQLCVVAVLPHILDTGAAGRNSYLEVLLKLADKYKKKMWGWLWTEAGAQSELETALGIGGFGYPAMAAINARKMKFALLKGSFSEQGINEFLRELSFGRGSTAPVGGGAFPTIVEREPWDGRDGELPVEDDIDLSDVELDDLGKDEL
# RAD54 inh – blocks human RAD54 Holliday junction branch migration; Q92698; FAM/BHQ fluorescence; inhibition, % at 10.4 µM; 0.14% of 360,000 active; AID 602329;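 active = mean normalized replicate activity at least 40 and at least half of replicates scoring 40 or more; inconclusive = only one of the two criteria met; inactive = mean below 40 and under half of replicates reaching 40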;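 also: 0% = median of neutral control wells and 100% = median of positive control wells; inhibitors cause a drop in the FAM fluorescence signal; in these data hits start at about 50%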
# E-sel inducer – E-selectin induction on HUVECs; activation, % at 7.58 µM; P16581; HUVEC E-selectin immunofluorescence imaging; normalized: neutral wells 0, TNF-alpha wells 100; 0.37% of 260,000 active;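 active = mean E-selectin-positive cell signal at least 10% of the positive control, reached in at least 60% of replicates, without over 20% cell loss; inconclusive = no rule given, readout overlaps actives, possibly toxicity-flagged; inactive = the rest, including those meeting only one limit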;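 also: in these data hits start at about 27%; measured in HUVEC primary endothelial cells; signal is the percent of cells scored E-selectin positive by PE staining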
#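 Read-out basis: % PE-positive cells; Test system: HUVEC primary endothelial cells; Technique: immunofluorescence imaging; Dosing: single-point compound dose.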
# S100A4 inh HTS – inhibitors of human S100A4 binding to myosin IIA peptide | S100A4/TAMRA-MyoIIA peptide fluorescence polarization | inhibition, % at 10.7 µM | P26447 | 0.14% of 360,000 active;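 active = mean inhibition of at least 70% across replicates, with every replicate also reaching that level; inconclusive = mean inhibition reaches 70% but some replicates fall short; inactive = mean inhibition below 70%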
# Target sequence (P26447 whole entry, looked up): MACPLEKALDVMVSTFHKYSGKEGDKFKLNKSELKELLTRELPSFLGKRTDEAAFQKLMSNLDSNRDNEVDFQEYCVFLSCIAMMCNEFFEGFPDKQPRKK
#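 Material: S100A4 monomer protein / Buffer or medium: 50 mM HEPES pH 7.2, 10 mM CaCl2, 100 mM KCl / Times: 5 min incubation before reading / Benchmarks: neutral control DMSO, positive control TFP / Reagent: labelled myosin peptide probe, 5 nM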
# ERAP1 HTS inh – inhibitors of human ERAP1 aminopeptidase | Q9NZ08 | recombinant ERAP1, Leu-AMC fluorescence, 60 min | inhibition, % at 10.7 µM | 0.15% of 340,000 active | AID 652197;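 active = mean replicate inhibition of at least 30%, or all replicates individually reaching that 30% level; inactive = mean below 30% and not every replicate reaching it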;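 also: 0% = neutral control wells and 100% = L-leucinethiol positive control wells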
# Numbers without * were called inactive; i = inactive; ? = inconclusive; nt = no result given.
canonical_smiles	RAD52 anneal inh	esBAF inh	Xi reactivation	ERp5 inh	RAD54 inh	E-sel inducer	S100A4 inh HTS	ERAP1 HTS inh
C[C@H](CO)N1C[C@H](C)[C@@H](CN(C)Cc2ccc(Cl)c(Cl)c2)Oc2ccc(NC(=O)C3CC3)cc2CC1=O	-41	-1	0.1	6	-4	0.6	6	-4
O=C1CCN(Cc2ccccc2)CCN1[C@H](CO)c1ccccc1	nt	6	0.0	nt	3	0.2	nt	nt
COc1cccc(S(=O)(=O)N[C@H]2CC[C@H](CCN)O[C@@H]2CO)c1	-10	1	0.4	4	-4	0.1	3	-1
C/C=C/c1ccc([C@@H]2[C@@H](CO)N(CCC(F)(F)F)C23CN(C(=O)CC2CC2)C3)cc1	-27	nt	0.0	-2	nt	0.1	nt	nt
CCOC(=O)CNC(=O)N1CCCC(C(=O)c2cc(C)c(OC)c(C)c2)C1 (stereo unspecified)	-19	-6	0.0	2	14	-0.1	-4	-5
CC(=O)Nc1cccc(/C(C)=N/N2C(C)CCCC2C)c1 (stereo unspecified)	-4	2	0.1	-11	1	nt	1	-2
CCC1C(=O)C(C)(C)C(=O)OC1c1ccc([N+](=O)[O-])cc1 (stereo unspecified)	-13	-4	0.2	0	4	-0.1	-13	-1
Cc1nnsc1C(=O)NNC(=O)c1ccc(C(F)(F)F)cc1	-18	18	0.0	0	1	6.9	5	-1
CSc1cccc(CN2CCCC(CNC(=O)c3ccco3)C2)c1 (stereo unspecified)	-19	-2	0.2	8	4	0.1	-2	0
CC(C)NC(=O)Nc1cccc2c1O[C@@H](CN(C)S(=O)(=O)c1ccc(Cl)cc1)[C@@H](C)CN([C@H](C)CO)C2=O	6	15	-0.1	5	8	-12	-27	-3
COc1cc2c(c(OC)c1OC)-c1ccc(OC)c(=O)cc1C(NC(=O)c1ccccc1)CC2 (stereo unspecified)	-13	nt	3.0	-7	nt	3.3	2	4
O=C(C1CC1)N1C[C@H]2[C@@H](c3ccccc31)[C@H](CO)N2C(=O)Nc1cccc(F)c1	-8	-2	0.0	2	-2	0.0	8	0
O=C(NCc1ccccc1C(F)(F)F)c1cccc2c1C(=O)c1ccc(N3CCC(N4CCCCC4)CC3)cc1S2(=O)=O	i	-6	2.2	-7	-36	nt	-2	nt
CC1CCCCC1NC(=O)CC1Oc2ccccc2NC1=O (stereo unspecified)	11	-5	0.2	2	6	nt	-2	-2
COCC(=O)N(C)C[C@@H]1Oc2cc(C#C[C@H](C)O)ccc2S(=O)(=O)N([C@H](C)CO)C[C@H]1C	1	-2	-1.4	0	-9	1.5	12	-3
Cc1ccc(CNC(=O)C2CCC(=O)N(CCc3cccc(F)c3)C2)s1 (stereo unspecified)	0	0	-0.1	6	-6	0.0	-8	0
COc1ccc(C(=O)O/N=C(/c2ccccc2)c2ccncc2)cc1	-1	nt	0.0	-1	nt	nt	-2	1
C[C@@H]1CN([C@H](C)CO)C(=O)c2cc(NC(=O)NC3CCCCC3)ccc2O[C@@H](C)CCCCO[C@H]1CN(C)C(=O)Nc1ccccc1	-13	nt	-0.1	-2	nt	nt	35	-3
CCc1ccc2oc(-c3cc(N)ccc3Cl)nc2c1	-24	-61	nt	10	-6	nt	-5	-12
COC(=O)[C@]12C[C@H](CC(=O)NCc3ccccc3)C(=O)N(Cc3ccc4c(c3)OCO4)C1=C[C@H](C(C)(C)C)O[C@@H]2C	-9	nt	-0.1	0	nt	-0.3	3	-4
CC(C)N(C(=O)Cn1c(SCC(=O)NC2CC2)nc2ccccc21)C(C)C	-6	4	0.0	0	7	nt	-2	4
COc1ccc(CN2CCOCCOCCOCC2)cc1	7	nt	0.1	-2	nt	0.1	-7	6
CCCNC(=O)Nc1ccc2c(c1)C(=O)N(C)C[C@H](OC)[C@@H](C)CN(C(=O)C1CCCCC1)[C@@H](C)CO2	11	0	0.0	-4	-3	0.0	3	1
N#CCc1c(C#N)c(N)nc(N2CCOCC2)c1C#N	-26	-2	-0.2	-3	3	-0.1	-18	nt
CC(OC(=O)CNC(=O)COc1ccccc1)C(=O)N(C)Cc1ccccc1 (stereo unspecified)	3	nt	0.1	1	nt	-1.0	-1	0
Cn1c(Cc2nc3ccccc3n2C)nc2ccccc21	-14	-3	0.0	-6	-1	0.0	-2	-3
COc1ccc(C(=O)Nc2ccc(Cl)cc2C(=O)N2CCOCC2)cc1	-13	nt	0.2	-2	-13	-0.3	2	-3
CC(C)(C)[S@@](=O)N1Cc2cc(C(=O)O)nc(-c3cccc(-c4ccc(F)cc4)c3)c2[C@H]1CCO	-22	nt	0.0	6	nt	0.0	-5	3
O=C1CC(N2CCCCCC2)C(=O)N1c1ccc2c(c1)OCO2 (stereo unspecified)	-16	3	nt	2	2	nt	5	8
CCc1cc2c3c([nH]c2cc1S(=O)(=O)N1CCC2(CC1)OCCO2)CCCC3=O	-1	4	0.1	0	0	nt	-6	3
O=C(CSCc1ccccc1Br)NC1CC1	nt	1	0.1	nt	-17	0.3	nt	nt
Cc1ccc(N2C(=O)[C@@H]3C(C(=O)CN4C(=O)c5ccccc5C4=O)=NN[C@@H]3C2=O)c(C)c1	3	0	0.9	-6	-10	-0.2	-3	0
Cc1ccc(S(=O)(=O)Nc2cccc3c2O[C@@H](CN(C)C(=O)Nc2c(C)noc2C)[C@@H](C)CN([C@@H](C)CO)C3=O)cc1	-11	2	-0.1	3	0	-0.2	9	-5
CC=Cc1ccc2n(c1=O)C[C@@H]1[C@@H](CO)[C@H](C(=O)NCC)[C@H]2N1Cc1ccccc1 (mixture of isomers)	-6	-2	0.0	4	7	-1.7	16	1
CC(C)c1nc(Cl)c(C#N)c2c1CSC(C)(C)C2	0	nt	0.2	3	nt	nt	-7	-1
CCCCCCCCCC[n+]1cccc(C(=O)N(CC)CC)c1	-8	-2	0.0	-7	nt	nt	-4	3
O=C(NCCCO)C(=O)Nc1ccc2c(c1)N(S(=O)(=O)c1cccs1)CCC2	6	-4	0.2	-1	-2	-0.3	-8	-5
CC(C)[C@@H](C(=O)NCC1CCCO1)N1C(=O)N2CCc3c([nH]c4ccccc34)[C@@]2(C)C1=O (stereo partly specified)	-13	-3	nt	-3	-5	nt	-2	-1
CCN(CC(=O)N1CCN(Cc2ccccc2)CC1)S(=O)(=O)c1ccc(C)cc1	-15	4	0.4	2	5	-0.2	-10	2
COc1ccc(OC)c(N(CCN2C(=O)c3ccccc3C2=O)C(=O)C2CCC(=O)C2C)c1 (stereo unspecified)	-7	nt	0.0	11	nt	0.4	27	1
Brc1ccccc1-n1nnc(-c2cccnc2)n1	-11	?	0.1	7	-2	0.0	-6	1
COc1cccc(CN(C)S(=O)(=O)c2ccc3c(c2)OCCO3)c1	-10	nt	-0.1	-2	1	0.1	-2	0
COc1ccc(NC(=O)N(C)C[C@H]2OCCCC[C@H](C)Oc3ccc(NS(=O)(=O)c4ccc(Cl)cc4)cc3C(=O)N([C@@H](C)CO)C[C@H]2C)cc1	-48	-2	0.2	1	-3	0.4	-2	-2
C[C@H](CO)N1C[C@H](C)[C@H](CN(C)S(=O)(=O)c2ccccc2)Oc2c(NS(=O)(=O)c3cccs3)cccc2C1=O	-30	1	-1.4	6	-19	-0.1	-13	-1
O=C(COC(=O)c1ccc(Cl)nc1)Nc1cc(S(=O)(=O)N2CCOCC2)ccc1Cl	-31	0	0.0	-1	-3	nt	1	0
CC1CCN(Cc2nnnn2CCCC(=O)NCCN2CCOCC2)CC1	-22	-6	0.0	1	-10	-0.2	-9	-9
COc1ccc(COn2nnc3ccc(S(=O)(=O)N4CCOCC4)cc32)cc1F	3	4	0.1	-2	-4	-0.3	2	4
Brc1ccc(OCCCCCN2CCOCC2)cc1	11	nt	0.0	-5	nt	nt	-2	3
CCOc1ccc(CCNC(=O)COC(=O)c2cccnc2SC)cc1OCC	-16	nt	0.1	7	nt	nt	-6	2
C[C@@H]1CN([C@H](C)CO)S(=O)(=O)c2ccc(-c3cccnc3)cc2O[C@H]1CN(C)C	-3	-2	0.0	-10	-16	0.2	0	-4
CCc1ccc(C(C#N)=CC=Cc2ccccc2)cc1	-4	nt	0.4	-8	nt	0.8	4	-3
CCC(=O)N(C)C[C@H]1Oc2cc(C#CC3CCCCC3)ccc2S(=O)(=O)N([C@@H](C)CO)C[C@@H]1C	8	5	0.0	-1	1	2.1	-5	-1
O=C(NCC1CCCCC1)c1[nH]c(C(F)(F)F)nc1-c1ccccc1	6	-6	0.0	6	3	-0.1	-2	2
Cn1c(=O)c2c(nc(N3CCOCC3)n2C/C=C/c2ccccc2)n(C)c1=O	0	nt	-0.1	2	1	-0.8	-1	-2
CO[C@@H]1CN(C)C(=O)c2cc(NC(=O)Nc3ccccc3F)ccc2OC[C@H](C)N(CC2CC2)C[C@H]1C	1	2	-0.1	2	0	-0.1	-4	-1
COC(=O)c1ccccc1NC(=O)CSc1[nH]c(=O)cc(C)c1C#N	-16	nt	0.0	-8	nt	-0.1	1	2
CN(Cc1c(F)cccc1Cl)C(=O)CNC(=O)c1ccc2c(c1)OCO2	-8	22	0.0	-4	-3	0.2	2	-10
COCCN(C(=S)Nc1ccccc1C)C(C)c1ccco1 (stereo unspecified)	-10	-2	0.0	2	12	0.0	0	4
O=C(Nc1ccc(Br)cn1)c1coc(=O)c(Br)c1	-32	-4	0.1	2	-12	0.2	-7	0
CCN1CCN(CC(=O)N2N=C(c3ccc(OC)cc3)CC2c2ccc(OC)cc2)C(=O)C1=O (stereo unspecified)	-25	nt	0.2	1	nt	nt	-7	1

# (listing goes on)
canonical_smiles	RAD52 anneal inh	esBAF inh	Xi reactivation	ERp5 inh	RAD54 inh	E-sel inducer	S100A4 inh HTS	ERAP1 HTS inh
O=C(C[C@H]1C[C@H]2c3cc(NC(=O)CC4CC4)ccc3O[C@H]2[C@H](CO)O1)NCc1cccc(F)c1	-4	-2	0.0	-87	3	-0.5	0	-5
CCOC(=O)C(C)Oc1cccc2c(=O)n(CC(=O)NCCc3ccc(OC)c(OC)c3)ccc12 (stereo unspecified)	-9	7	0.0	-1	0	-0.5	1	7
c1ccc(CN2CCN(CCOCCOc3ccc4c(c3)CCC4)CC2)cc1	13	nt	0.2	8	nt	-0.3	3	26
COc1cc(CCC(=O)OCC(=O)NC2CCCC(C)C2C)cc(OC)c1OC (stereo unspecified)	-10	nt	0.1	6	nt	0.1	1	2
COc1ccc(C2CC(=O)C(CS(=O)(=O)c3ccccc3)C(=O)C2)cc1 (stereo unspecified)	-48	nt	0.0	5	nt	nt	-7	2

# In a second layout: 2 of the compounds above
# Second line of a record – RAD52 anneal inh | esBAF inh | Xi reactivation | ERp5 inh | RAD54 inh | E-sel inducer | S100A4 inh HTS | ERAP1 HTS inh
COc1ccc(C2CC(=O)C(CS(=O)(=O)c3ccccc3)C(=O)C2)cc1 (stereo unspecified)
  -48 | nt | 0.0 | 5 | nt | nt | -7 | 2
COc1cc(CCC(=O)OCC(=O)NC2CCCC(C)C2C)cc(OC)c1OC (stereo unspecified)
  -10 | nt | 0.1 | 6 | nt | 0.1 | 1 | 2

# Source: PubChem
